# Bcl-xL primary = inhibitors of human Bcl-xL, primary screen, biochemical, fluorescence polarization, HTS. GST-Bcl-xL / FITC-Bim BH3 peptide fluorescence polarization. AID 2129, 2009. 320,000 compounds, 0.7% hits. inhibition, % at 10.9 µM;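 active = inhibition above the mean of all tested compounds plus 3 SD, cutoff set per campaign, cut at about 30% in these data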;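 also: 0% = DMSO wells and 100% = unlabeled Bim-BH3 peptide competitor; inhibitors lower millipolarization by displacing the labeled peptide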
# Target sequence (Q07817 whole entry, looked up): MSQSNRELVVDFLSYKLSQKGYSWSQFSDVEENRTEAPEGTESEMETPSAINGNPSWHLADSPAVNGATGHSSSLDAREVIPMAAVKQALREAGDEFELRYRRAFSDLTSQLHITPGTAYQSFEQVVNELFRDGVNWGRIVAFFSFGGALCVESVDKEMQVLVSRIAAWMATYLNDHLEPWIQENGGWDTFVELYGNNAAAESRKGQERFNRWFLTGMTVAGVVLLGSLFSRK
# PME-1 primary = PME-1 inhibitors via competitive probe labeling, primary screen, biochemical, fluorescence polarization, FP-Rh probe, HTS; recombinant PME-1; Protein phosphatase methylesterase 1 (Homo sapiens), Q9Y570; 320,000 compounds, 0.53% hits; inhibition, % at 5.9 µM;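 active = inhibition above the campaign mean of all compounds plus 3 SD, cut at about 26% in these data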;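 also: competitive labeling of PME-1 active site by serine hydrolase directed probe; 0% = PME-1 with DMSO and 100% = wells lacking PME-1 enzyme; inhibitors block probe labeling so polarization falls and inhibition rises; many of its hits are not listed in these tables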
# Target sequence (Q9Y570 whole entry, looked up): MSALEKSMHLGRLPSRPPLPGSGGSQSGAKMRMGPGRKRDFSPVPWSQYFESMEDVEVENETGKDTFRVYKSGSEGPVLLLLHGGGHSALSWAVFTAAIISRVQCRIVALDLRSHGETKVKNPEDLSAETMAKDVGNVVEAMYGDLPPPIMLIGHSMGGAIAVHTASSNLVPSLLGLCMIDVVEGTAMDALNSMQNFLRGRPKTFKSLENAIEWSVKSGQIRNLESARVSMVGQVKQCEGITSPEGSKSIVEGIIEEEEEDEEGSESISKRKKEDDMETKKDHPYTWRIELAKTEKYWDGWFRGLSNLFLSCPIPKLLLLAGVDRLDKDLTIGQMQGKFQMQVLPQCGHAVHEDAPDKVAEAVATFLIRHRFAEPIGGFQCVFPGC
# Efflux pump mplx = inhibitors of Candida efflux pumps in yeast, primary screen, S. cerevisiae, Nile Red, multiplex | S. cerevisiae Candida pump triplex | inhibition, % at 10 µM | 330,000 compounds, 0.44% hits | AID 485275, 2010;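 active = plate passing quality check with inhibition over a set limit, or well fluorescence over plate mean plus 4 SD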;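 also: Nile Red retained in pooled yeast measured as flow cytometry median fluorescence; 0% = buffer negative control and 100% = Enniatin B positive control; higher means more Nile Red kept so more efflux inhibition; some compounds called inactive have numbers as strong as hits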
# Fam108B counter = mouse Fam108B serine hydrolase inhibitors, primary screen, counter-screen for RBBP9 inhibitor project, biochemical, fluorescence polarization. recombinant Fam108B, FP-Rh probe fluorescence polarization. inhibition, % at 9.51 µM. 300,000 compounds, 0.33% hits. AID 1947, 2009;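 active = inhibition above the screen mean inhibition plus 3 SD, computed separately per campaign, cut at about 18% in these data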;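 also: inhibitors lower polarization as less probe binds the enzyme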
# MCL1 BIM primary = inhibitors of MCL1 binding to BIM-BH3, primary screen, biochemical, fluorescence polarization; GST-MCL1 / FITC-Bim-BH3 fluorescence polarization; inhibition, % at 10.9 µM; 320,000 compounds, 0.68% hits;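 active = inhibition above the mean inhibition of all tested compounds plus 3 SD, set per campaign, cut at about 40% in these data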;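 also: 0% = DMSO wells and 100% = unlabeled Bim-BH3 peptide control; higher means more loss of mP so more displacement of Bim peptide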
# VLA-4 inh = inhibition in human VLA-4 binding assay, primary screen, VLA-4 allosteric modulator project, MLPCN library, flow cytometry, VLA-4 expressing cells; inhibition, % (about 7 µM as worked out from the volumes in the protocol); ligand binding flow cytometry; Integrin alpha-4 (Homo sapiens), P13612; AID 2557, 2010; 330,000 compounds, 0.2% hits; in the data active = inhibition above about 50%
# GRK2 aptamer HTS = compounds blocking aptamer binding on GRK2 – biochemical, human GRK2, bead flow cytometry, HTS, primary screen; Beta-adrenergic receptor kinase 1 (Homo sapiens), P25098; FAM-aptamer displacement from GRK2; inhibition of aptamer binding, % at 10 µM; 330,000 compounds, 0.59% hits; AID 488847, 2010;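 active = inhibition of aptamer binding above 40%, roughly 3 SD of noise, on plates passing a quality check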;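 also: median bead fluorescence of bound FAM aptamer so fluorescent compounds give negative values; no value below 0 was filed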
# GLD-1 TGE inh = GLD-1/TGE RNA complex disruptors, primary screen, biochemical, fluorescence polarization; purified GLD-1 + fluorescein TGE RNA; inhibition, % at 5.96 µM; 320,000 compounds, 0.44% hits;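 active = percent inhibition above a per-plate cutoff, the plate mean of test compounds plus 3 SD, cut at about 30% in these data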;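 also: 0% = DMSO wells with GLD-1 and probe and 100% = wells lacking GLD-1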
# Target sequence (Q17339 whole entry, looked up): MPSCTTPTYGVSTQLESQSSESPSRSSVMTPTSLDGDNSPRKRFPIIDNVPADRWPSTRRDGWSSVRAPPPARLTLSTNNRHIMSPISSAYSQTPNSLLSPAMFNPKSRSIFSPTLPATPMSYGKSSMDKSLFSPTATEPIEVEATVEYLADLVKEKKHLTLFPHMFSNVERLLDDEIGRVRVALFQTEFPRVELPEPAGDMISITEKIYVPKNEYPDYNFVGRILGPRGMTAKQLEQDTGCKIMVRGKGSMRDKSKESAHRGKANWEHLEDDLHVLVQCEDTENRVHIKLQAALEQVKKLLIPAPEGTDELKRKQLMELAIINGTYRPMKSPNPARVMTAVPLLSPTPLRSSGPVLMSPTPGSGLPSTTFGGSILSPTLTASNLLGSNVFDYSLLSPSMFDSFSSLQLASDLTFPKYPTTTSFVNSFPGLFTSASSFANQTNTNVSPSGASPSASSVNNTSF
# MEX-5 binding = MEX-5 zinc finger RNA-binding disruptors – biochemical, C. elegans, fluorescence polarization, MLPCN library, primary screen; 300,000 compounds, 0.38% hits; activity score (negative = inhibition of binding), % at 10 µM; MEX-5/FITC-TCR2 RNA binding; hits give low values; AID 1832, 2009; Zinc finger protein mex-5 (Caenorhabditis elegans), Q9XUB2;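 active = inhibition past about -25% in most replicates, and total fluorescence under double the plate's negative control median, limit read from the data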;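 also: 0% = DMSO and -100% = 5 µM competing unlabeled TCR2 RNA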
# * hit, by the source's call; . = not tested or not shown. These rows are one share of the data. The share of hits here may be higher or lower than overall.
Molecule,Bcl-xL primary,PME-1 primary,Efflux pump mplx,Fam108B counter,MCL1 BIM primary,VLA-4 inh,GRK2 aptamer HTS,GLD-1 TGE inh,MEX-5 binding
Cc1ccc(NC(=O)CCn2ccc([N+](=O)[O-])n2)nc1,7,6,0.1,0,5,-2,3,6,1.3
CCc1cccc(C)c1NC(=O)CCCC(=O)O,6,-3,0.0,2,-1,2,0,3,0.2
COc1ccccc1NC(=O)CSc1nnc(Cc2ccccc2)o1,-6,2,0.3,-3,-13,-1,0,7,-1.2
O=C(NCCCN1CCCCC1)C1CCCN(c2ncnc3c2nc2n3CCCCC2)C1 (stereo unspecified),-1,1,-0.2,-2,3,10,0,-4,0.8
Cc1ccc(C(=O)N2CCN(C(=O)c3ccco3)CC2)cc1NC(=O)c1ccco1,-2,-8,0.0,-1,7,6,0,0,1.2
Cc1ccc(S(=O)(=O)N2CCCCC2CCNC(=O)C(=O)NC2CC2)cc1 (stereo unspecified),1,-3,0.0,-1,-3,16,0,6,-1.8
Cc1cccc(S(=O)(=O)NNC(=O)Cc2cccn2C)c1,0,-3,0.1,-2,-2,0,0,-2,-0.4
CC1C2CC(C(S(=O)(=O)N3CCOCC3)C2=O)C1(C)C (stereo unspecified),5,-1,0.0,-2,10,13,2,6,-5.4
CNC(=O)C(C)NS(=O)(=O)c1ccc(F)cc1 (stereo unspecified),3,3,-0.1,-2,-2,.,0,1,1.4
Cc1cc(O)c(C(C[N+](=O)[O-])c2ccc(Cl)cc2Cl)c(=O)o1 (stereo unspecified),-14,3,-0.2,1,-12,-11,0,3,-1.1
COc1ccc(NC(=O)CN2CCc3ccccc3C2)cc1OC,0,3,0.3,7,-3,6,0,5,3.2
CS(=O)(=O)C1=NSC2=NC(=O)/C(=C\c3cccn3-c3ccccc3Cl)C(=N)N21,-1,-27,0.3,-21,15,39,0,-25,0.1
O=C(O)c1ccc(/C=N/NC(=O)C(O)(c2ccccc2)c2ccccc2)cc1,1,-10,0.3,-2,2,4,5,0,3.4
Cc1cc([N+](=O)[O-])nn1CC(=O)Nc1ccc(F)cc1,0,4,-0.1,-3,1,16,1,0,0.2
Cc1ccc(S(=O)(=O)NCCN=C(CN2CCOCC2)NS(=O)(=O)c2ccc(C)cc2)cc1,7,4,0.0,-6,7,6,0,1,2.3
CCOc1ccc(NC(=O)CCS(=O)(=O)c2ccc3c(c2)CCCN3C(=O)CC)cc1,-2,-10,0.3,11,-1,4,0,-1,-0.1
CC(=O)Nc1cccc(NC(=S)Nc2cccc3ccccc23)c1,4,13,-0.2,3,12,2,0,-6,1.1
CCNS(=O)(=O)c1ccc(CCC(=O)NCCC2=CCCCC2)cc1,-3,-9,-0.2,-1,-1,5,3,-5,0.3
Cc1oc(-c2ccccc2F)nc1CS(=O)CC(=O)NCCN1CCCCC1C (stereo unspecified),7,2,0.1,-4,10,9,0,-7,-3.9
COCCCNC(=O)C(=O)Nc1cc2c3c(c1)CCC(=O)N3CCC2,3,2,0.2,-3,1,-4,0,2,2.1
COc1ccc(S(=O)(=O)NCCSCc2ccco2)cc1C,-2,5,0.0,-4,1,18,0,0,2.8
COc1cc(OC)c(C#N)c(S(=O)(=O)Cc2ccccc2)c1,2,-1,0.1,-4,-6,-6,0,2,0.1
COc1cccc(NC(=O)CN(C)C(C)C(=O)Nc2ccc(C#N)cc2)c1 (stereo unspecified),3,2,-0.1,-1,3,3,2,2,-0.7
CCOc1ccc(NC(=O)Cn2c(=O)oc3cc(Cl)ccc32)cc1,7,2,0.1,0,33,0,1,-3,0.3
O=c1oc2ccccc2c(O)c1/C=C1\C=Nc2ccccc21,-8,0,0.4,-1,-26,-2,0,-19,17
CCn1cc(CN2CCc3c([nH]c4ccccc34)C2c2cccc(OC)c2)c(C)n1 (stereo unspecified),6,-5,-0.1,0,1,0,0,-2,-4.2
C=CCOc1cccc(C2NC(=O)c3ccccc3O2)c1 (stereo unspecified),0,3,0.1,1,0,8,1,9,-0.2
CCN(CC)CCNCc1ccc(-c2ccc(Cl)cc2)o1,5,0,-0.1,0,6,23,0,-2,1.0
COc1ccc(S(=O)(=O)N2CCN(Cc3ccccc3)CC2)cc1,2,-1,0.1,0,3,2,1,2,-6.0
O=C(NCCc1ccc(F)cc1)c1ccc([N+](=O)[O-])cc1,4,-3,0.0,3,-2,5,0,-2,-0.3
CCOc1cc(/C=C2/C(=O)ON=C2C)ccc1OCc1ccccc1,3,-5,0.0,7,-1,19,4,-5,-0.4
O=C(N[C@@H]1C/C=C\C[C@H](CC(=O)N(CCO)Cc2ccccc2)C(=O)NC[C@@H](c2ccccc2)OC1=O)OCC1c2ccccc2-c2ccccc21,.,.,-0.2,.,.,-4,0,2,.
Cc1ccc2nc3n(c(=O)c2c1)-c1ccc(Cl)cc1C(=O)NC3Cc1ccccc1 (stereo unspecified),4,-7,0.0,.,3,1,0,33*,.
CC1=C(C(=O)OC2CCCCC2)C(c2ccc(C)o2)C2=C(CCCC2=O)N1 (stereo unspecified),7,24,0.2,-1,8,7,0,0,2.6
CC1(C)Cc2nc3sc4c(OCc5ccccc5)ncnc4c3cc2CO1,1,-1,-0.1,9,3,-10,1,-3,-1.9
CC(=O)c1sc(-c2ccc(F)cc2F)nc1C,8,-1,0.0,3,9,-4,0,-4,1.0
O=C(NCc1ccccn1)c1ccc(NC(=O)c2ccco2)cc1,4,4,-0.2,-4,11,13,1,5,-1.0
COc1cc(NC(=O)CSc2nc3c(C)ccc(C)c3cc2C)c(C(=O)O)cc1OC,8,2,0.3,7,10,11,2,4,-1.1
O=C(CCc1ccccc1)Nc1ncn[nH]1,-1,2,0.0,0,-8,5,1,-4,11
CC(=O)c1c(C(C)=O)c(C)n(Cc2ccc(Cl)cc2)c1C,2,4,0.0,0,-3,5,2,2,0.9
Cc1ccc(NCc2nnc(SCC#N)o2)c(C)c1,6,3,0.0,-4,5,2,0,9,1.4
COc1ccc(OC)c(NC(=O)CN2C(=O)NC3(CCCc4ccccc43)C2=O)c1 (stereo unspecified),-1,-6,0.0,.,-3,-10,0,2,.
CCC(CC)C(=O)Nc1nnc(S(=O)(=O)N2CCCCCC2)s1,-2,-4,-0.1,-1,1,42,0,10,3.9
Cc1ccc(CSCC(=O)NCc2cccs2)cc1,1,2,0.2,-1,5,0,2,0,0.5
CCOC(=O)C1(CCCc2ccccc2)CCN(CCCn2cccn2)CC1,3,-6,-0.1,1,7,3,93*,-7,1.2
CCOc1ccc2c(c1)C(C)=CC(C)(C)N2S(=O)(=O)c1ccc(F)cc1,7,-6,0.1,-2,5,-8,0,-4,-0.7
CCc1cc2cc(C(=O)N3CCN(Cc4ccccc4)CC3)sc2s1,3,7,0.0,1,-2,3,2,4,-0.3
CN1CCN(NC(=O)CN2C(=O)/C(=C/c3ccccc3Cl)SC2=S)CC1,18,-23,0.0,2,21,15,0,1,0.4
O=C1CCC/C1=C/Nc1ccc(Cl)cc1,-1,-1,-0.1,-1,-3,8,0,2,0.9
Cc1cccc(CSC2=NCCN2C(=O)c2ccco2)c1,4,-1,0.2,1,3,17,1,-7,-0.7

# Next section
Molecule,Bcl-xL primary,PME-1 primary,Efflux pump mplx,Fam108B counter,MCL1 BIM primary,VLA-4 inh,GRK2 aptamer HTS,GLD-1 TGE inh,MEX-5 binding
COC(=O)c1c(C)oc2ccc(N(C(C)=O)S(=O)(=O)c3ccccc3)cc12,3,-3,0.0,1,1,3,0,-3,-3.5
O=C(CSc1nncn1-c1ccccc1)Nc1ccc(F)cc1F,4,6,0.0,1,7,22,1,5,-1.2
CCOC(=O)CN1NC2(CCCCCC2)NC1=S,8,0,0.0,2,2,2,0,-1,-0.4
COc1ccc(OC)c(S(=O)(=O)Nc2ccc3c(c2)C(=O)OC3)c1,6,-6,-0.1,-5,7,2,1,4,1.3
COc1ccc(N(Cc2ccco2)C(=O)c2ccccc2F)cc1OC,4,-1,-0.1,12,5,-12,1,-7,3.7
CCOc1ccc(S(=O)(=O)N2CCC(C(=O)OC(C)C(=O)N(C)C3CCCCC3)CC2)cc1 (stereo unspecified),-2,8,-1.8,0,-4,9,2,7,0.5
N#C/C(=C\c1ccc2c(c1)OCCO2)C(=O)NC1CCCCC1,2,-1,-0.3,0,4,0,0,0,-1.7
CC(C)CNC(=S)N(CCCO)Cc1cc2cc3c(cc2[nH]c1=O)OCCO3,2,-8,0.0,-1,5,5,3,-1,-0.3
COc1ccc(CSC(=N)N)cc1[N+](=O)[O-],6,-4,0.0,-1,6,6,0,4,0.7
CCOc1ccc(NC(N)=O)cc1,3,3,-0.1,6,-6,11,1,3,0.7
CCOC(=O)c1c(CC(C)C)csc1/N=C/C1C(=O)CC(C)(C)CC1=O,-26,0,-0.4,-2,-36,20,1,-53,6.5
COc1ccc(/C=C2/N=C(SC3CCOC3=O)N(c3cccc(OC)c3)C2=O)cc1 (stereo unspecified),0,-5,0.0,-6,-9,11,0,-3,1.1
Cc1cccnc1Nc1nc(-c2ccc(O)cc2)cs1,5,8,-0.1,4,-4,-5,4,1,1.7
Cc1ccccc1-c1nc2cc(Cl)ccc2o1,1,-5,0.0,-5,2,7,0,-7,-1.8
CSc1nc(=S)n(-c2ccccc2)c(C)c1C(C)=O,5,4,0.1,-1,7,-18,2,-2,1.7
Cc1cccc(OCC(=O)O/N=C(\N)c2ccccn2)c1,2,-1,0.0,-2,8,-3,0,4,1.9
C/C(=N\NC(=O)c1ccccc1-n1cccc1)C1CC1,2,3,-0.1,3,-1,5,0,0,0.8
O=C(CSc1nnnn1C1CCCCC1)NCc1ccco1,4,-2,-0.1,0,7,5,0,7,-1.3
CCN(c1cccc(C)c1)S(=O)(=O)c1ccc(OC)c([N+](=O)[O-])c1,4,-8,0.1,0,4,7,2,-1,2.3
COc1ccc(C(=O)NCC(=O)OCC(=O)N2N=C(c3ccc(Cl)cc3)CC2c2ccco2)cc1OC (stereo unspecified),3,18,0.2,-9,-3,-6,0,9,-0.2
CNC(=S)N(Cc1cccs1)Cc1cc2cc(OC)ccc2[nH]c1=O,2,-2,0.0,0,0,-5,0,1,-1.4
Cc1nc(SCC(=O)O)c(C#N)c(-c2ccco2)c1C(=O)N(C)C,6,8,0.0,-3,2,-2,3,5,-2.4
COc1cccc(CNC(=O)C2CCN(S(=O)(=O)N3CCC(C)CC3)CC2)c1,0,-1,0.0,-3,4,-2,3,-4,0.1
Cc1ccc(C(=O)NCc2occc2C(=O)O)o1,6,-6,0.2,-4,7,11,18,5,-2.0
CC1(c2ccccc2)NC(=O)N(CC(=O)NCC2CCCO2)C1=O (stereo unspecified),0,-1,0.1,.,0,-2,5,8,.

# Compound activity from PubChem BioAssay.
